Screening data from PubChem.
STEP inh: STEP (human) phosphatase inhibition. P54829. recombinant STEP, OMFP fluorogenic substrate, fluorescence. inhibition, % at 20 µM. 0.25% of 360,000 active. AID 588621;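 active = inhibition at 20 µM, scaled per plate between control wells, above about 37%, limit read from the data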;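 also: 0% = DMSO with enzyme and substrate and 100% = substrate only without enzyme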
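medium = Bis-Tris buffer pH 6.0, 2.5 mM DTT, 0.005% Tween 20 | test system = STEP (striatal-enriched tyrosine phosphatase) enzyme, cell-free | measure = normalized % inhibition | compound dosing = 20 µM, 1% DMSO | also added = 25 µM OMFP | schedule = reaction 20 min, ambient temperature | measured by = fluorescence read at 480 nm ex / 540 nm em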
NadD block: NadD (S. aureus) enzyme inhibition; purified NadD enzyme, colorimetric absorbance read-out; inhibition, % at 20 µM; 0.78% of 360,000 active; in the data active = inhibition above about 26%; also: some compounds past the cut are filed as inactive
Scp-1 inhibitor: blocks human Scp-1 phosphatase activity. Q9GZU7. inhibition, % at 20 µM. Recombinant Scp1, phosphopeptide, malachite green phosphate absorbance. 0.88% of 340,000 active;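 active = inhibition above about 50% at 20 µM, limit read from the data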;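 also: plate controls were DMSO wells with enzyme for no effect and wells lacking enzyme for full effect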
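Assay system: SCP-1 catalytic fragment, aa 76-261 | Buffer or medium: Tris acetate buffer pH 5.5 with MgCl2 and Tween-20 | Compound: One concentration, 20 µM, with 1.0% DMSO | Also added: Phospho 17-mer peptide substrate | Signal: Absorbance at 630 nm | Incubation: 45 min enzyme reaction at room temperature | Measure: % inhibition of SCP-1 phosphate liberation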
Rin1 Abl inh: blocks binding of human Rin1 to Abl. P00519+Q13671. TR-FRET Rin1/Abl binding, biochemical. inhibition, % at 7.35 µM. 0.4% of 360,000 active; in the data active = inhibition above about 5%, passing the limit was not always enough
Rpn11 block: blocks the human proteasome subunit Rpn11 | O00487 | calls only at 20 µM | 0.59% of 360,000 active | human 26S proteasome, Ub4-pepOG fluorescence polarization; 20S core pre-blocked with epoxomicin | AID 588493;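 active = inhibition at 20 µM, scaled to each plate's controls, above about 33%, limit read from the data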
LMPTP inh: blocks human LMPTP phosphatase; P24666; recombinant LMPTP-A, OMFP fluorogenic substrate, fluorescence intensity; inhibition, % at 20 µM; 0.22% of 360,000 active; AID 651560;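 active = compounds that cut the enzyme signal by at least half of the control window in the single-dose screen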;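 also: plate controls were DMSO wells with enzyme plus substrate for no effect and substrate without enzyme for full effect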
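Buffer or medium: Bis-Tris pH 6.0, DTT, detergent; Assay system: LMPTP-A enzyme; Quantity: 0.625 nM enzyme; Detection: endpoint fluorescence intensity; Times: 50 min dark incubation at room temperature; Controls: substrate-only low control, DMSO enzyme-plus-substrate high control; Doses: single 20 µM dose; Read-out: percent inhibition versus substrate-only and uninhibited controls; Reagent: 400 µM OMFP.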
SUMO1-SIM PPI: modulators of human SUMO1-mediated protein-protein interactions | P63165 | SUMO1 binding to a labelled peptide, TR-FRET, 1 h | inhibition, % at 20 µM | 0.33% of 360,000 active | AID 602429; in the data active = inhibition above about 37%
CSN inh: CSN deneddylation inhibition | Q92905 | Purified CSN, SCF-Nedd8-OG deneddylation, fluorescence polarization | inhibition, % at 12.5 µM | 0.38% of 360,000 active;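 active = pattern-corrected inhibition above about 35%, with an unprinted fluorescence ratio check between 0.5 and 1.5, limit read from the data, passing the limit was not always enough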;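 also: 0% = enzyme with substrate and 100% = substrate without enzyme; some results filed as inactive read as strong as hits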
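Test system: purified human Csn5 enzyme expressed in HEK293T cells. Amount: 0.24 nM enzyme. Reagent: SCFSkp2-Nedd8OG substrate at 10 nM final. Schedule: 90 min incubation of compound, enzyme and substrate at room temperature. Detection: fluorescence polarization. Read-out: % inhibition of substrate cleavage by Csn5.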
DNMT1 block: DNMT1 (human) enzyme inhibition; P26358; DNMT1 molecular beacon, Hinp1I cleavage, fluorescence; inhibition (reported as % activation of signal), % at 10 µM; 0.83% of 360,000 active; AID 588458; in the data active = inhibition above about 50%
Target sequence (P26358 504-1616 limits assumed): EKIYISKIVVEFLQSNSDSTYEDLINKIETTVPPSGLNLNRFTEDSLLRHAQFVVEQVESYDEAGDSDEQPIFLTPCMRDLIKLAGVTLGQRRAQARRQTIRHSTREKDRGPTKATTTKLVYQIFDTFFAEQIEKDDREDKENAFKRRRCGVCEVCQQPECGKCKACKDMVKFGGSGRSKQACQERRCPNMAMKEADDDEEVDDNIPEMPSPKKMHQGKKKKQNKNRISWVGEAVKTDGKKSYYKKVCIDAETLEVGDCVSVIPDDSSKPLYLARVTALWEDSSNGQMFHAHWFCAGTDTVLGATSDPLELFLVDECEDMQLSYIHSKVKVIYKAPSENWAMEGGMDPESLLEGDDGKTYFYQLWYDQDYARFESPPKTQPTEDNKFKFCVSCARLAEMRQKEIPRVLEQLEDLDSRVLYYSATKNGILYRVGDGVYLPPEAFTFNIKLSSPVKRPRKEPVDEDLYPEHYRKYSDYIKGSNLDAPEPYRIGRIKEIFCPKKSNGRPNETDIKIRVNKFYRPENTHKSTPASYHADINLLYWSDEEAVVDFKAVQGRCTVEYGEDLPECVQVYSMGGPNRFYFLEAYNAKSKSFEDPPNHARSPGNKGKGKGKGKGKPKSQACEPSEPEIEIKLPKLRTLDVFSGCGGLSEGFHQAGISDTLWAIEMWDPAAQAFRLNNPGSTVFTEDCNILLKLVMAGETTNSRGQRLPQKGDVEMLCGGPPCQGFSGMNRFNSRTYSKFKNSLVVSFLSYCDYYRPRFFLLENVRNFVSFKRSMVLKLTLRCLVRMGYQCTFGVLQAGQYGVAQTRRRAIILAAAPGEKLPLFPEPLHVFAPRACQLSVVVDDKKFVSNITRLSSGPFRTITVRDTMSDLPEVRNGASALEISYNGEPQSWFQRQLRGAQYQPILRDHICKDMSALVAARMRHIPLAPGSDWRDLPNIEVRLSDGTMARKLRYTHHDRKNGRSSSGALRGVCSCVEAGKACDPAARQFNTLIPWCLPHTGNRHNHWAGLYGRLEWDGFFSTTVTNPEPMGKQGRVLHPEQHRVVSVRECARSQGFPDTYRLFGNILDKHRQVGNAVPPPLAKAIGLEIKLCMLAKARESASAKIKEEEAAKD
Neddyl block: inhibitors of human cullin neddylation; calls only at 25 µM; TR-FRET cullin neddylation, biochemical; 0.58% of 360,000 active; P61081+Q13564; AID 651699; in the data active = inhibition above about 36%
* = called active by the depositor; i = inactive; x = no result given; + = active, no number.

SMILES	STEP inh	NadD block	Scp-1 inhibitor	Rin1 Abl inh	Rpn11 block	LMPTP inh	SUMO1-SIM PPI	CSN inh	DNMT1 block	Neddyl block
CCCN1C(=O)N(c2cccc(C)c2)C(C)(O)CC1(C)C (stereo not drawn)	0	-4	-8	0	i	1.1	4	1	0	i
COc1ccc(C2CC(c3cccc(OC)c3)n3nc(N)nc3N2)cc1 (stereo not drawn)	1	5	-7	2	i	-1.5	11	0	-1	i
CCNC(=O)CN(c1ccc(F)cc1)S(=O)(=O)c1ccc2c(c1)OCCO2	0	-4	4	0	i	0.1	-1	-2	2	i
COc1ccc(NC(=O)CSc2nc(C)cs2)c(OC)c1	0	0	-3	0	i	0.6	3	-5	-2	i
COc1ccccc1N1CCN(C(=O)C2CCN(S(=O)(=O)c3ccc4c(c3)CC(C)N4C(C)=O)CC2)CC1 (stereo not drawn)	0	5	-3	5	i	1.2	0	2	0	i
C#CCn1cc(/C=N/NC(=O)COc2cccc3cccnc23)c2ccccc21	-4	10	33	-1	i	0.0	-1	-3	-15	i
COc1ccc(C(=O)Nc2ccc(C(=O)N3CCCC3)cc2)cc1[N+](=O)[O-]	0	-5	1	-2	i	-1.7	-28	2	0	i
CN(c1cccc(NC(=O)c2ccccc2N(C)S(C)(=O)=O)c1)S(C)(=O)=O	-6	-2	-5	1	i	-1.7	-1	4	1	i
C/C(=N/NC(=O)CNC(=O)c1cccnc1)c1ccc([N+](=O)[O-])cc1	2	4	-1	5	i	0.4	-26	-14	7	i
CCN(CC)C(=O)CC(c1ccccc1)c1ccco1 (stereo not drawn)	0	-4	-1	-5	i	-0.6	-1	-1	2	i
COc1ccc(NC(=O)CC(c2ccccc2)c2ccco2)cc1 (stereo not drawn)	-2	3	-7	3	i	1.1	0	1	-15	i
COc1ccc(/C=N/NC(=O)c2ccc(Br)cc2)cc1Cn1cc(Cl)cn1	-1	11	-1	0	i	2.5	1	9	29	x
Cc1cccc(/C=N\NC(=O)c2ccc(Cl)cc2)c1O	16	10	95*	-3	i	41	0	-17	6	i
O=C(O)C(NC(=O)C1CCCN1C(=O)OCc1ccccc1)c1ccccc1 (stereo not drawn)	-1	1	-7	0	i	-1.6	-2	-1	2	i
Fc1ccc(N=Cc2ccc[nH]2)cc1	-4	-8	-3	-1	i	1.3	6	3	2	i
CC(C)(C)c1ccc(C2=CC(c3ccccc3F)n3ncnc3N2)cc1 (stereo not drawn)	2	2	15	3	i	3.1	2	5	6	i
Cc1cc(=O)n2nc(N3CCC(C(=O)Nc4c(F)c(F)c(F)c(F)c4F)CC3)sc2n1	-2	0	1	1	i	-0.5	-1	-4	4	i
Cc1ccc(NC(=O)C(OC(=O)c2ccc(F)cc2)c2ccccc2)cc1Cl (stereo not drawn)	-1	-3	-5	0	i	1.6	-2	-6	2	i
Cn1c(=O)c2c(nc(NC3CCCCC3)n2CC(=O)C23CC4CC(CC(C4)C2)C3)n(C)c1=O	1	14	-2	2	i	1.7	0	3	-4	i
O=C(CN1CCSC1=NCc1ccccc1)c1ccc(Cl)c(Cl)c1	-1	-6	3	-1	i	-0.4	-3	-11	2	i
COc1ccc(Cl)cc1NC(=O)CN(C)C(=O)c1cc(C)oc1C	2	0	-9	3	i	-0.5	-1	-6	4	i
Cc1ccc(C(=O)Nc2cccc(C(=O)N/N=C/c3ccc(O)cc3)c2)cc1	1	6	-1	5	i	-0.3	7	0	-2	i
CC(O)c1nc2ccccc2n1CCCOc1ccccc1 (stereo not drawn)	0	-6	1	0	i	3.8	1	2	7	i
CC(=O)Nc1ccc(Nc2ncnc3c2cnn3-c2ccccc2)cc1	0	2	0	-5	i	0.8	1	1	-3	x
CCOC(=O)C(=NC(C)(C)C)NNc1cc(Cl)ccc1Cl	0	2	-3	-6	i	2.2	-1	-5	1	i
Cc1ccc(Cn2c(=O)oc3ccccc32)cc1	0	-8	-4	2	i	4.6	0	4	5	i
COC(=O)C1CCN(Cc2ccc(C)cc2)CC1	-2	0	6	-2	i	1.1	-1	1	6	i
CCOC(=O)C1OC1(c1ccccc1)c1ccccc1 (stereo not drawn)	-5	3	-3	-2	i	-0.2	3	-5	1	i
OCC1(CCc2ccccc2)CCCN(CCCC(F)(F)F)C1 (stereo not drawn)	0	-6	6	1	i	-1.1	-5	-1	0	i
Cc1ccc(-n2c(C)cc(=O)cc2C)c(C)c1	-1	-2	-3	0	i	-0.4	0	-2	5	i
O=C(Nc1ccc(F)cc1F)c1ccco1	1	-1	-4	-1	i	-0.2	0	2	-2	i
O=C(N/N=C/c1cccc([N+](=O)[O-])c1)C1CC1c1ccccc1 (stereo not drawn)	2	-5	-5	0	i	-1.8	-23	0	-1	i
Cc1ccc(C)c(SCC(=O)NC(=O)NCc2ccccc2)c1	-1	-4	-2	3	i	0.3	3	-1	1	i
COc1ccc(CN2CCC(=O)N([C@H](CO)Cc3ccccc3)CC2)cc1OC	-5	2	-8	3	i	-0.7	7	3	5	i
Cc1ccc(C2(O)C(=O)c3ccccc3C2=O)c(O)c1C	1	3	11	4	i	-1.1	0	1	2	i
Cc1c(C(=O)NN)nc2ccccn12	-5	0	4	1	i	-0.5	-3	3	2	i

Of the compounds above, these have an aryl thioether with sulfur outside any ring.
SMILES	STEP inh	NadD block	Scp-1 inhibitor	Rin1 Abl inh	Rpn11 block	LMPTP inh	SUMO1-SIM PPI	CSN inh	DNMT1 block	Neddyl block
COc1ccc(NC(=O)CSc2nc(C)cs2)c(OC)c1	0	0	-3	0	i	0.6	3	-5	-2	i
Cc1ccc(C)c(SCC(=O)NC(=O)NCc2ccccc2)c1	-1	-4	-2	3	i	0.3	3	-1	1	i

Further results.
SMILES	STEP inh	NadD block	Scp-1 inhibitor	Rin1 Abl inh	Rpn11 block	LMPTP inh	SUMO1-SIM PPI	CSN inh	DNMT1 block	Neddyl block
Cc1c(CCC(=O)O)c(=O)oc2cc(O)ccc12	-1	1	0	-4	i	-1.8	10	-5	6	x
CCc1c(C)nc(SCC(=O)N2CCCCC2C)[nH]c1=O (stereo not drawn)	-4	-10	-8	2	i	0.6	1	2	4	i
Cc1ccc(-n2ncc3c2CC(C)(C)CC3NC(=O)c2ccccn2)cc1 (stereo not drawn)	3	4	-8	2	i	1.9	2	-3	-4	i
O=C(CC1Nc2ccccc2NC1=O)NC1CCCCC1 (stereo not drawn)	-2	6	-5	-3	i	-0.5	-4	4	13	i
O=C(NCC1CC1)c1ccc(-n2ccnc2)c2ccoc12	-2	2	x	2	i	-1.3	6	-5	28	i
O=C(NCCN1CCN(S(=O)(=O)c2ccc([N+](=O)[O-])cc2)CC1)C(=O)Nc1ccccc1	-1	-2	-14	0	i	-1.7	-9	0	1	i
COc1ccc(F)cc1-c1cc(NC(C)=O)c2ncc(-c3cc(OC)c(OC)c(OC)c3)n2c1	3	-2	x	0	i	1.0	11	5	-2	i
COc1ccc(NS(=O)(=O)c2ccc(-c3cnc(C4CC4)o3)cc2)cc1OC	4	5	0	-7	i	2.4	-16	4	-1	i
C[C@@]12C(=O)N(Cc3ccco3)CC(=O)N1[C@H]1c3cc(Cl)ccc3OC[C@@H]1[C@@H]2c1ccccc1	3	2	-14	-1	i	1.7	3	-8	-3	i
Cc1nc(NCCCn2ccnc2)c2oc3ccccc3c2n1	-2	8	-5	1	i	0.0	-1	1	7	i
COCCNc1nc(-c2ccc(OC)cc2C)c2sc(-c3ccccc3)cc2n1	2	10	x	-11	i	4.3	-15	-1	45	i
COCCNC(=O)C(C)OC(=O)C1=Cc2ccccc2OC1 (stereo not drawn)	-3	-12	-3	0	i	-1.3	-11	4	-6	i
c1cnc(SCCCOc2ccc3ccccc3c2)nc1	-2	-3	-10	0	i	3.5	-8	-2	-3	i
COc1ccc(C(=O)N2CCC(C(N)=O)CC2)cc1S(=O)(=O)N1CCCC1	1	-4	-1	-3	i	-1.1	-1	-8	3	i
CC(C)NC(=O)C1(C)Cc2c(-c3ccc(N(C)C)cc3)ccnc2O1 (stereo not drawn)	4	0	x	-2	i	-0.2	1	-3	3	x
COc1ccc(C2C3=C(CC(C)(C)CC3=O)N(CCN3CCOCC3)C3=C2C(=O)CC(C)(C)C3)cc1	3	2	12	-6	i	-0.4	-7	-1	0	x
CCCCNC(=O)CNC(=O)c1nn(-c2ccc(OC)c(Cl)c2)c(=O)c2ccccc12	1	-7	-4	5	i	-0.3	-7	-1	3	i
CC(Oc1ccccc1)C(=O)Nc1cccc(-c2nc3ccccc3[nH]2)c1 (stereo not drawn)	1	4	-5	0	i	3.5	1	-5	-5	+
O=C(/C=C/c1ccc(Cl)cc1)NC1CC2CCC1C2 (stereo not drawn)	2	1	1	5	i	2.6	-8	-20	2	i
CN(Cc1ccccc1)C(=O)c1cc2ccccc2o1	0	6	-10	2	i	0.9	3	3	-1	i
CC(C)[C@H](NS(=O)(=O)c1ccccc1)C(=O)OCC(=O)Nc1ccc2c(c1)OCO2	8	0	-2	-5	i	-0.6	-1	0	-2	i
CC(C)c1ccccc1NC(=S)NCc1ccncc1	0	-5	-8	-2	i	0.0	-1	9	0	i
O=C(NC1CS(=O)(=O)CC1NCc1ccccc1)c1ccccc1 (stereo not drawn)	14	1	0	-6	i	1.1	-2	2	-2	i
O=C(COC(=O)/C=C/c1cccs1)Nc1ccc(Cl)cc1F	-1	-6	-13	0	i	-2.2	-2	2	3	i

Look-ups from above:
Under CSN inh, CN(Cc1ccccc1)C(=O)c1cc2ccccc2o1 has 3
Under LMPTP inh, CC(C)c1ccccc1NC(=S)NCc1ccncc1 has 0.0
Under Rin1 Abl inh, O=C(/C=C/c1ccc(Cl)cc1)NC1CC2CCC1C2 (stereo not drawn) has 5
Under DNMT1 block, O=C(COC(=O)/C=C/c1cccs1)Nc1ccc(Cl)cc1F has 3
Under STEP inh, COc1ccc(C(=O)N2CCC(C(N)=O)CC2)cc1S(=O)(=O)N1CCCC1 has 1
Under NadD block, CC(C)[C@H](NS(=O)(=O)c1ccccc1)C(=O)OCC(=O)Nc1ccc2c(c1)OCO2 has 0

Next section
SMILES	STEP inh	NadD block	Scp-1 inhibitor	Rin1 Abl inh	Rpn11 block	LMPTP inh	SUMO1-SIM PPI	CSN inh	DNMT1 block	Neddyl block
CCN(CC)CCN1C(=O)C(O)=C(C(C)=O)C1c1ccccc1[N+](=O)[O-] (stereo not drawn)	2	5	-7	-4	i	-0.1	-14	-4	-12	i
CCC(=O)N1c2ccc(S(=O)(=O)N3CCN(c4ccc([N+](=O)[O-])cc4)CC3)cc2CC1C (stereo not drawn)	1	7	-4	-2	i	3.2	-17	-3	-7	i
O=C(NC(N1CCCC1)C(Cl)(Cl)Cl)c1ccccc1 (stereo not drawn)	3	-6	-4	2	i	-1.8	-1	-3	3	i
Clc1ccc(C2=NCCN2)cc1	-2	-3	-4	2	i	-2.0	0	0	1	i
